# Bioassay records (PubChem BioAssay)
# AmpC inh det – Promiscuous and Specific Inhibitors of AmpC Beta-Lactamase (assay with detergent); P00811; purified AmpC, nitrocefin hydrolysis with detergent; Potency, µM (titrated, usually from 28.7 µM), without a hit: top-dose activity change, negative = inhibition; 71,000 compounds, 0.09% hits; active means well fitted curve in the direction sought with a large enough effect
# Target sequence (P00811 whole entry, looked up): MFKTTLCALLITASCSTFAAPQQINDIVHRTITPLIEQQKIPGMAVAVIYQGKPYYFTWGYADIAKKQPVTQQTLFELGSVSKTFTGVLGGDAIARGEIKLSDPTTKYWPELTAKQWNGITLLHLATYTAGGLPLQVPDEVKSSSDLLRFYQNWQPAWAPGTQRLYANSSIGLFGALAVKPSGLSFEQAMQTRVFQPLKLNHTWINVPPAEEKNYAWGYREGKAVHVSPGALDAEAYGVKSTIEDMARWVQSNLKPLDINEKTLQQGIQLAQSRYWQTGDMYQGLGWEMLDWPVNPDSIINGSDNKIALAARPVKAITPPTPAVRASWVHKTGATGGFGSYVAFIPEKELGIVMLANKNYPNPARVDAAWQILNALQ
#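 E. coli AmpC (5.3 nM) in 20 mM phosphate pH 7.0 with 0.01% Triton X-100, preincubated 15 min RT with compound; nitrocefin (2 uL of 800 uM stock) hydrolysis followed by 480 nm absorbance every 20 s over 4 min.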
# Starred values were filed as active, the others as inactive; & = joins results of further samples; [ ] = remark or other dose. On the % scale 0 is the no-effect control and ±100 the full control effect; potency means the concentration at half of the fitted maximal effect.
SMILES	AmpC inh det
O=C(O)CC(Cc1ccc(Br)cc1)C(=O)O (stereo unspecified)	10%
Cc1cccc(NC(=O)CN(C)S(=O)(=O)c2cccc3nsnc23)c1C	-3%
CC(C)NS(=O)(=O)c1ccc(OCC(=O)NCc2cccnc2)cc1	-5%
O=C(CSc1nc2ccccc2o1)c1ccc2c(c1)OCCO2	-5%
O=C(O)c1cccc(Cl)c1Cl	7%
Cc1cccc(C2CC(c3ccc(F)cc3)Nc3nc(N)nn32)c1 (stereo unspecified)	11%
CC1(C)CC(Nc2ccc(Nc3ccccc3)cc2)CC(C)(C)N1	-1%[5.75 µM]
CCc1c(C)nc(SCC(=O)N2CCc3ccccc32)[nH]c1=O	-3%
COc1ccccc1Oc1ccc(S(=O)(=O)Nc2cccnc2)cc1	-3%
COCCNC(=O)CCCCCN1C(=O)CCC1=O	-6%
Cc1c(C(=O)N2CCOCC2)sc2ncnc(N3CCc4ccccc4C3)c12	-1%
O=C(NCCCn1ccnc1)c1cc(-c2ccc3c(c2)OCO3)on1	-3%
CCC(=NCc1cccnc1)c1c(O)n(Cc2ccccc2)c(=O)[nH]c1=O	15%
Nc1nc(-c2ccc(Cl)cc2Cl)cn1N	1%
COc1ccc(C(=O)N2CCC3(CCCN(C(=O)Nc4cccc(F)c4)C3)CC2)cc1	-2%
O=c1cnc2cnc(Nc3ccccc3)nc2n1Cc1ccc(F)cc1	-3%
COc1ccc(C2CC(=O)c3cnc(NC(=O)c4ccccc4OC)nc3C2)c(OC)c1 (stereo unspecified)	7%
Nc1nc(-c2nc3ccccc3[nH]2)cs1	-5%
Cc1cccn2c(=O)c3cc(C#N)c(=NC(=O)c4ccc5c(c4)OCO5)n(CC(C)C)c3nc12	-3%
CCCC(=O)N(CCc1ccccc1)Cc1nc2ccccc2c(=O)[nH]1	2%
C=CCNc1nc(N(c2ccccc2)c2ccccc2)nc(-n2ccnc2)n1	-4%
CC(=O)NCCOc1cccc2ccccc12	-5%
N#C/C(=C1\CCCN1)c1nc(-c2ccccc2)cs1	9%
Cn1cc(-c2nc3cnc(N4CCNCC4)nc3n(C3CC3)c2=O)c2ccccc21	-2%
N#Cc1cccc(NC(=O)N2CCC3(CC2)CCN(C(=O)c2cccc(F)c2)CC3)c1	2%
CCCOc1ccc(-c2nc(N)n[nH]2)cc1	0%
CCOC(=O)c1c(CN2CCN(C)CC2)oc2ccc(OC)cc12	-6%
O=C(NCC1COc2ccccc2O1)C1CCC(CNc2c(N3CCCCC3)c(=O)c2=O)CC1 (stereo unspecified)	12%
O=C(CSc1nnc(-c2ccncc2)n1CC1CCCO1)NCc1ccccc1 (stereo unspecified)	10%
O=C(CC1CCCC1)Nc1nnc(C2CC2)s1	-4%

# (listing goes on)
SMILES	AmpC inh det
COc1ccccc1CNc1cc(-c2cccc(C#N)c2)ncn1	8%
Cc1ccc(Cn2nc(C)c(NC(=O)c3cc(-c4ccco4)on3)c2C)cc1	-6%
O=C(c1cccc(S(=O)(=O)N2CCOCC2)c1)N1CCCC1	8%
Cc1cccnc1NC1=NCC(C)S1 (stereo unspecified)	-2%
CCOC(=O)Cc1csc(NC(=O)c2ccc(S(=O)(=O)N3CCCCC3)cc2)n1	-6%
COc1cccc(Nc2ncc3nc(C)c(=O)n(Cc4cccs4)c3n2)c1	1%
O=c1c2ccccc2oc2nc(-c3ccco3)n(Cc3ccccc3)c(=O)c12	-3%
COc1ccc(C2C=C(C)Nc3nc(SC)nn32)cc1 (stereo unspecified)	-4%
CCOC(=O)COc1nc(OC)nc(N2CCOCC2)n1	-3%
Cc1ccc2nc(NC(=O)Cn3cc4c(n3)CCCCC4)sc2c1	3%
CCOCCCNC(=O)C(c1ccc(C)cc1)N(Cc1ccc2c(c1)OCO2)C(=O)c1cnccn1 (stereo unspecified)	21%
CCOC(=O)C(CC)Sc1nnc2n1C(C)(C)Cc1ccccc1-2 (stereo unspecified)	1%
CC(C)C(OC(=O)c1ccco1)C(=O)NCc1cccs1 (stereo unspecified)	9%
N#CC1=C(N)SC2(CCCCC2)SC1c1ccccc1 (stereo unspecified)	-3%
O=C(NCC1CCCO1)C1CCC(=O)N1CCc1ccccc1 (stereo unspecified)	-3%
O=C(COc1ccc(Cl)cc1)N1CCN(C(=O)c2cccc(F)c2)CC1	-6%
CCCN(CCO)Cc1ccc(Cl)c(Cl)c1	-2%
CCOC(=O)C1CCN(S(=O)(=O)c2ccc3c(c2)CCCN3C(C)=O)CC1	0%
O/N=C/c1c[nH]c2ccccc12	12%
Cc1ccc(-n2nc(C)c3c2OC(N)=C(C#N)C3c2ccncc2)cc1 (stereo unspecified)	-2%
O=C(NCc1ccc2c(c1)OCO2)C1CCC(CNc2c(N3CCCC3)c(=O)c2=O)CC1 (stereo unspecified)	4%
Cc1nnc(C)n1/N=C/c1ccc2c(c1)OCCO2	-1%
CCOC(=O)c1c(C)[nH]c(C)c1C(=O)CSc1nc(N)cc(N)n1	-3%
Cc1nnc(NCCc2ccccc2)n(N)c1=O	-2%
Cc1c(N/C=C/C(=O)c2cccs2)c(=O)n(-c2ccccc2)n1C	-6%
O=C1CC(=O)N(c2ccc(Cl)cc2Cl)C(=O)N1	5%
Cc1ccc(-n2nc3c(c2NC(=O)c2ccc4c(c2)OCO4)CSC3)c(C)c1	3%
CC(C)C(NC(=O)c1ccc(Cl)cc1)C(=O)NC1=NCCS1 (stereo unspecified)	-7%
O=C(OCC(=O)N1CCN(C(=O)c2ccco2)CC1)c1cc(-c2ccc(F)cc2)nc2ccccc12	-5%
COc1ccccc1C1C=C(c2ccc(Cl)cc2)Nc2nc(N3C(=O)CCC3=O)nn21 (stereo unspecified)	-4%

# Other records follow.
SMILES	AmpC inh det
Cc1ccc(O)c(NC(=O)c2ccco2)c1	-2%
COC(=O)Oc1c(Br)c(=O)oc2ccccc12	-18%
COC(=O)C(NC(=O)C(C)Oc1ccccc1)C(C)C (stereo unspecified)	1%
CN(C)CCCNc1ncnc2nc[nH]c12	-1%[5.75 µM]
COc1ccccc1CNC(=O)CN(C)CC(=O)Nc1cccc(F)c1	-3%
Nc1cccc(NC(=O)c2cccs2)c1	-8%
O=C(C1CCN(C2CC(=O)N(Cc3ccccc3)C2=O)CC1)N1CCCCCC1 (stereo unspecified)	-2%
CCN(CC)C(=O)Cn1cnc2ccccc2c1=O	-5%
CC(C)N1CCc2c(sc(NC(=O)c3ccc(S(=O)(=O)N4CCOCC4)cc3)c2C#N)C1	8%
O=C(Nc1nc(-c2ccccc2)ns1)c1cccs1	-4%
CC(=O)N(Cc1cc2c(C)cc(C)cc2[nH]c1=O)C1CCCCC1	-3%
O=C(NC(=O)c1ccc(Cl)cc1)Nc1cc(N2CCCCC2)ncn1	-3%
CC1CCN(C(=O)C(Cc2ccccc2)NS(=O)(=O)c2ccc3c(c2)oc(=O)n3C)CC1 (stereo unspecified)	11%
Cc1ccc(NC(=O)c2cc(-c3cccc(O)c3)on2)cc1C	6%
O=S(=O)(NCC(c1cccnc1)N1CCN(c2ccc(F)cc2)CC1)c1cc(F)ccc1F (stereo unspecified)	-1%
COc1cccc(Cn2c(=O)c(-c3ccc(Cl)cc3)nc3cnc(N(C)C)nc32)c1	1%
COC(=O)Cn1c(CCS(=O)(=O)c2ccc(C)cc2)nc2ccccc21	0%
CCCn1c(-c2ccc(F)cc2)nc2c(N3CCN(CCn4ccnc4)CC3)nc(C)nc21	15%
CSc1ccc(S(=O)(=O)NC2CCCCCC2)cc1	-7%
O=C(Cn1cnc2c(nnn2-c2ccccc2)c1=O)NCCc1ccccc1	7%
Cc1ccc(-n2nc(C)c3c(C)c(CCC(=O)NCc4ccco4)c(C)nc32)cc1	13%
Cc1sc2ncnc(NCCCO)c2c1C	11%
COc1cc(OC)c(NC(=O)Cn2cccc2)cc1Cl	-4%
Cc1ccc(CS(=O)(=O)Cc2ccc(C(=O)N3CCC4(CC3)OCCO4)o2)cc1	-6%
COCCOC(=O)C1=C(C)NC2=C(C(=O)CC(C)(C)C2)C1c1cc2c(cc1Br)OCO2 (stereo unspecified)	1%
Nn1c(SCC(=O)Nc2ccc(F)c(F)c2)nnc1C1CCCCC1	-4%
COc1cc2c(cc1OC)C1(NCC2)C(=O)Nc2ccccc21 (stereo unspecified)	-3%
O=c1[nH]c2ccccc2cc1-c1noc(-c2cccnc2)n1	12%
Cc1nc(C)c(C(=O)C2=C(O)C(=O)N(CCCN(C)C)C2c2ccco2)s1 (stereo unspecified)	-3%
CCc1nnc(NC(=O)c2ccc(-c3cccc(C(F)(F)F)c3)o2)s1	-8%

# (further entries)
SMILES	AmpC inh det
CC1(C)N([O-])C(c2ccccc2)=C[N+](=O)C1(C)C	-2%
O=C(CCc1nc2ccccc2c(=O)[nH]1)OCc1nnc(-c2ccccc2)o1	-5%
Cc1cccc(CC2CC(=O)N(c3ncccn3)C2=O)c1 (stereo unspecified)	-3%
CCn1c(=O)n(CCOC)c(=O)c2c3c(sc21)CCCC3	-2%
CCN1C(=O)C(NC(C)=O)c2cc(OC)ccc21 (stereo unspecified)	-2%
Cc1cc2ccc(=O)oc2cc1OC[C@@H](O)C(C)(C)O	-2%
Cn1c(C(=O)N2CCN(c3nc4ccccc4s3)CC2)cc2sccc21	-2%
CC(C)n1c2ccccc2c2nc3ccccc3nc21	-8%
CCOC(=O)c1[nH]cnc1C(=O)O	6%
CC1CN(S(=O)(=O)c2cccc(C(=O)OCc3cc(=O)oc4cc(O)ccc34)c2)CC(C)O1 (stereo unspecified)	11%
COCCNC(=O)c1cn(C)c(=O)c2cc(OC)c(OC)cc12	-4%
Cc1cc(C(C)(C)C)cc(C)c1CC1=NCCN1	-2%[12.8 µM]
Cc1nc(N=Nc2cc(S(=O)(=O)O)c3cc([N+](=O)[O-])cc(S(=O)(=O)O)c3c2)c(COP(=O)(O)O)c(C=O)c1O	-7%&-9%
CCOc1ccc(NC(=O)CN2CCN(S(=O)(=O)c3ccc(Cl)cc3)CC2)cc1	26%
O=C(N1CCOCC1)N1CCN(S(=O)(=O)N2CCOCC2)CC1	1%
c1ccc(N2CCCC3(CCNCC3)C2)cc1	-4%
CCCC(=O)Nc1ccc(NC(=O)c2ccco2)cn1	1%
COc1cccc(/C(O)=C2/C(=O)C(=O)N(CCN3CCOCC3)C2c2cccnc2)c1 (stereo unspecified)	10%
CCOc1ccc(C2CC(c3ccc(OC)cc3)n3ncnc3N2)cc1 (stereo unspecified)	14%
COCC(=O)N1CCCc2ccccc21	-3%
COC(=O)c1c(C)[nH]c(C(C)=O)c1C	-3%
COc1ccccc1NC(=O)c1ccc(S(=O)(=O)N2CCCC2)cc1	11%
O=C(CSc1nc2cc3c(cc2c(=O)n1CCC1=CCCCC1)OCO3)NCc1ccco1	1%
c1ccc(N2CCN(c3nc4cc5c(cc4s3)OCCO5)CC2)cc1	9%
Cc1ccc(-c2csc3ncnc(-n4nc(C)cc4N)c23)cc1	5%
NCCC(=O)NCCc1cnc[nH]1	0%[12.8 µM]
O=C(Oc1ccc(Cl)cc1)N1CCCCC1	3%
CCON=C1C(C)(C)C(C)(C)C(C)(C)C1(C)C	-2%[5.75 µM]
O=S(=O)(NCc1ccco1)N1CCOCC1	-1%
Cc1cc(C(=O)Nc2c(F)cc(F)cc2Br)no1	-3%

# Some of these compounds in order of length of the SMILES, rising.
SMILES	AmpC inh det
COCC(=O)N1CCCc2ccccc21	-3%
O=C(Oc1ccc(Cl)cc1)N1CCCCC1	3%
COc1cccc(/C(O)=C2/C(=O)C(=O)N(CCN3CCOCC3)C2c2cccnc2)c1 (stereo unspecified)	10%

# A few values from the entries so far.
# Entry for Cn1c(C(=O)N2CCN(c3nc4ccccc4s3)CC2)cc2sccc21 under AmpC inh det: -2%
# Entry for CCOc1ccc(NC(=O)CN2CCN(S(=O)(=O)c3ccc(Cl)cc3)CC2)cc1 under AmpC inh det: 26%
# Entry for Cc1nc(N=Nc2cc(S(=O)(=O)O)c3cc([N+](=O)[O-])cc(S(=O)(=O)O)c3c2)c(COP(=O)(O)O)c(C=O)c1O under AmpC inh det: -7%&-9%
# Entry for Cc1cc(C(=O)Nc2c(F)cc(F)cc2Br)no1 under AmpC inh det: -3%
# Entry for CCON=C1C(C)(C)C(C)(C)C(C)(C)C1(C)C under AmpC inh det: -2%[5.75 µM]
# Entry for CC1(C)N([O-])C(c2ccccc2)=C[N+](=O)C1(C)C under AmpC inh det: -2%
# Entry for COC(=O)c1c(C)[nH]c(C(C)=O)c1C under AmpC inh det: -3%

# The list continues.
SMILES	AmpC inh det
S=c1nc(-c2ccccc2)n(CCCn2ccnc2)c2c1CCCC2	9%
O=C(O)c1ccc2noc(-c3ccccc3)c2c1	-3%
COCCN1Cc2cccc(C(=O)Nc3c(C)cccc3C)c2C1=O	0%
CCOc1cc(C)c(S(=O)(=O)N2CCCC2)cc1C	15%
O=C1OCc2cccc3cccc1c23	-4%
COc1ccccc1NC(=O)CSc1nnc(Cn2cnc3ccccc32)n1C	-3%
COc1ncc2nc(C)c(=O)n(C[C@H]3CCCO3)c2n1	-2%
COc1ccc(OC)c(C2C(C(N)=O)=C(C)Nc3nc(CCCO)nn32)c1 (stereo unspecified)	10%
O=C(CN1CCC(n2nnc3cc(F)ccc32)CC1)N1CCc2ccccc2C1	12%
O=S(=O)(NC(=NC1CCCC1)C(F)(F)F)c1ccccc1	18%
CCn1c(=O)c2ccccc2n2c(SCC(=O)NCc3cccs3)nnc12	14%
CCCN1CCN(CCCNC(=O)Cn2cc3c(n2)CCCC3)CC1	6%
CCOC(=O)N1CCC(Nc2c(-c3ccc(C)c(C)c3)c(=O)c2=O)CC1	-1%
N#Cc1nc(-c2ccco2)oc1NCc1ccc(F)cc1	-2%
N#Cc1cc2c(nc1SCC(=O)N1CCCCC1)CCCCC2	-3%
CC(C)C(c1nnnn1C1CCCC1)N1CCc2ccccc21 (stereo unspecified)	9%

# Reprinted at random: 2 records from the list.
SMILES	AmpC inh det
O=C(O)CC(Cc1ccc(Br)cc1)C(=O)O (stereo unspecified)	10%
O=C(Nc1nc(-c2ccccc2)ns1)c1cccs1	-4%

# These rows are one share of the data (hit frequency here may not be typical).
